# Compound activity deposited in PubChem by Sanford-Burnham Center for Chemical Genomics.
# UBC13 inh: blocks human UBC13 polyubiquitin chain formation | TR-FRET | inhibition, % at 20 µM | hit rate 0.47% among 330,000; in the data active = inhibition above about 45%, passing the limit was not always enough
# Target sequence (P61088 whole entry, looked up): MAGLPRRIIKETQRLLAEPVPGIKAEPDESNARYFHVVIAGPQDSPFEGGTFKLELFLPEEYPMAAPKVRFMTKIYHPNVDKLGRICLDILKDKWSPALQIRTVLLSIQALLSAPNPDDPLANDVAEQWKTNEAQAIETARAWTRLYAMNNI
# SENP8 inh: SENP8 protease inhibition; purified SENP8, Z-RLRGG-aminoluciferin cleavage, luminescence; inhibition, % at 10 µM; hit rate 1.2% among 330,000; AID 2540
# Gli-Sufu antag: Gli-Sufu pathway antagonism. inhibition, % at 5 µM. hit rate 0.74% among 340,000. Sufu-KO-LIGHT fibroblasts, Gli luciferase reporter luminescence;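 active = inhibition above about 55%, limit read from the data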;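 note: 0% = DMSO-treated cells and 100% = wells with medium but no cells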
# Apaf-1 inh: inhibitors of human Apaf-1 apoptosome; reconstituted apoptosome caspase-3 activity, DEVD-Rh110 fluorescence; inhibition, % at 20 µM; hit rate 0.71% among 330,000; active = inhibition of at least 40% at 20 µM;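 note: plate controls were DMSO wells for no effect and DEVD-CHO caspase inhibitor wells for full effect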
#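 Material: cell-free apoptosome with Apaf-1, procaspase-3 and caspase-9; Buffer or medium: Hepes pH 7.5 with detergent and BSA; Reagent: cytochrome c trigger plus (Z-DEVD)2-Rh110 caspase-3 substrate; Times: compound with Apaf-1, dATP, procaspase-3 30 min, then 50 min reaction, room temperature; Technique: Rh110 fluorescence intensity.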
# 697 NFkB inh: inhibitors of the PMA/ionomycin-induced NF-kB reporter in 697 B cells | 697 B-cell NF-kB luciferase reporter, 16 h | inhibition, % at 4 µM | hit rate 0.33% among 330,000; in the data active = inhibition above about 35%
# HKDC1 inhibitor: inhibitors of human hexokinase HKDC1; hit rate 0.16% among 340,000; Q2TB90; recombinant HKDC1, G6PDH/diaphorase resazurin coupled fluorescence; inhibition, % at 20 µM;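 active = inhibition above about 35% when tested at 20 µM, limit read from the data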;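 note: plate controls were DMSO wells with enzyme for no effect and DMSO wells lacking enzyme for full effect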
# Target sequence (Q2TB90 whole entry, looked up): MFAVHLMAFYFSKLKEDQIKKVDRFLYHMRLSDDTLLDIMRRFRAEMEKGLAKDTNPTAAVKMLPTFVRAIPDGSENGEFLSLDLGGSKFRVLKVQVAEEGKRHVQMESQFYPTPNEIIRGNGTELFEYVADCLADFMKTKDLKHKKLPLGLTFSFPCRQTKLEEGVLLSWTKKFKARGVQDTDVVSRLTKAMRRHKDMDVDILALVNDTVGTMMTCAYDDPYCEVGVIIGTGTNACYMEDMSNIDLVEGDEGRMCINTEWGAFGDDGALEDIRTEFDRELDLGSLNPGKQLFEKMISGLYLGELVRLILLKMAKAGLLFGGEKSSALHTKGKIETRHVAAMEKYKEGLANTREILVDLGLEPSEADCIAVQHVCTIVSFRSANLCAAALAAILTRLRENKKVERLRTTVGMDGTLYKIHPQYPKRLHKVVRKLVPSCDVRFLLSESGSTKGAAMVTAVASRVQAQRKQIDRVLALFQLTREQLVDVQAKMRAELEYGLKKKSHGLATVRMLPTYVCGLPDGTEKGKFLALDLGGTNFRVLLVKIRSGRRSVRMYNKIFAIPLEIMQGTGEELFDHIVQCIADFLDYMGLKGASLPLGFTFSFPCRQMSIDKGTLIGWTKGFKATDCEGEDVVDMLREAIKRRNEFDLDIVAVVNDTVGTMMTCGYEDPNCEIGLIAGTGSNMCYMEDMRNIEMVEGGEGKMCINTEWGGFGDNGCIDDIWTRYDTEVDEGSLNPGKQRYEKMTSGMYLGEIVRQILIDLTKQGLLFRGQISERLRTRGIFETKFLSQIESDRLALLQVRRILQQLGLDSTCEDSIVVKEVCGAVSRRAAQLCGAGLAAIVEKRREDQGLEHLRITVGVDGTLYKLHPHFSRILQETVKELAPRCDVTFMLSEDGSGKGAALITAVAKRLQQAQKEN
#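 Material – in-house recombinant HK5 (HKDC1) enzyme · Quantity – HKDC1 at 5 µg/mL · Buffer or medium – pH 8.0 Tris buffer with 10 mM MgCl2 · Reagent – glucose with 1 mM ATP · Dosing – single 20 µM dose · Times – reaction time 90 min, room temperature, protected from light · Technique – resorufin fluorescence at 613 nm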
# SENP7 block: SENP7 protease inhibition; Q9BQF6; recombinant SENP7, Z-RLRGG-aminoluciferin luminescence, 40 min; inhibition, % at 5 µM; hit rate 1.5% among 330,000;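 active = inhibition above about 50% at the single test dose, limit read from the data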;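 note: plate controls were DMSO with enzyme for no effect and no enzyme buffer wells for full effect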
# Jurkat NFkB inh: lowers PMA/ionomycin-induced NF-kB signal in Jurkat cells | inhibition, % at 4 µM | PMA/ionomycin-induced NF-kB luciferase reporter, luminescence | hit rate 0.53% among 330,000
# An asterisk follows results filed as active; i = inactive; · = no result given. Cut-off read from the data, not from the text of the source, unless noted: active = inhibition above about 50%; inactive = the rest.
Structure	UBC13 inh	SENP8 inh	Gli-Sufu antag	Apaf-1 inh	697 NFkB inh	HKDC1 inhibitor	SENP7 block	Jurkat NFkB inh
COc1ccc(-c2cc(C(=O)NCCN3CCOCC3)c3cc(C(C)C)ccc3n2)cc1	22.5	-1.1	21.2	-1.3	9.9	-2.1	0.7	-4.0
CC(C)C(C(=O)Nc1ccc2c(c1)OCCO2)N1C(=O)c2ccccc2C1=O (configuration not stated)	-6.5	6.1	-2.7	19.0	-12.2	-1.6	-4.8	4.4
O=[N+]([O-])c1cc(Cl)ccc1NCCNc1ncc(C(F)(F)F)cc1Cl	-32.3	-0.2	27.9	3.6	1.6	1.6	2.8	0.1
CCOc1ccc(-n2c(SC)nc3c(c2=O)SCC3)cc1	1.6	-1.1	1.9	8.2	-20.0	-0.1	2.3	3.5
O=c1[nH][nH]c(-c2ccccc2)c1C=Nc1ccc(C(F)(F)F)cc1	-14.5	-14.8	0.6	8.2	-20.3	2.8	-3.2	-12.0
O=S(=O)(c1ccccc1)N1CCC(O)(CSc2ccc(Cl)cc2)CC1	4.9	4.9	2.0	16.1	-0.8	1.5	4.0	45.0
COc1ccc(N=C2CCS(=O)(=O)c3sccc32)cc1	-1.9	-7.2	-2.6	-7.1	-20.4	-5.6	-2.1	-9.9
COc1ccc(/C=N/NC(=S)Nc2cc(S(=O)(=O)N3CCOCC3)ccc2N2CCOCC2)cc1O	-10.1	-7.1	17.2	-3.8	-1.3	-3.7	-1.9	-5.6
COc1cc(/C=C2/SC(=O)N(CC(=O)N3CCCC3)C2=O)ccc1Oc1ccc([N+](=O)[O-])cn1	-9.3	1.0	15.8	18.1	-7.5	2.0	0.1	4.9
Cc1cc(NC2CCCC2)n2ncc(-c3ccccc3)c2n1	4.8	71.4*	-26.4	18.7	i	2.9	82.5*	-112.3
O=C(COC(=O)Cn1cnc2ccccc2c1=O)NCc1ccccc1	0.7	-7.0	-5.2	0.8	-11.9	-0.1	-0.6	-2.5
CCOc1ccc(C)cc1S(=O)(=O)n1ccc(C)n1	-1.3	10.5	-3.4	-1.6	0.1	-12.7	1.1	7.3
CC(=O)C1=C(O)C(=O)N(c2ccc(Br)cc2)C1c1cccc(F)c1 (configuration not stated)	-6.4	4.9	6.5	3.5	-14.8	-3.5	-1.9	6.6
O=C(CCc1ccccc1)NNC(=O)c1cccc(F)c1	-4.6	-5.1	1.2	-11.7	11.7	23.6	-1.2	9.9
CCOC(=O)N1CCN(c2cc3nccnc3cc2F)CC1	0.7	-1.3	-4.5	-9.4	10.0	-3.8	-1.1	8.8
O=C(O)c1nc(NCc2ccccc2)ncc1Cl	2.7	-11.4	-2.4	6.0	10.8	-4.2	-3.9	-13.7
CCOc1ccc(C2=NNC(c3cccs3)=Nc3ccc(OC)cc32)cc1	0.0	-1.4	9.5	17.1	-2.7	2.8	3.7	0.0
Cc1cc(C(=O)NNS(=O)(=O)c2ccccc2C(F)(F)F)nn1C(C)(C)C	0.2	1.9	1.7	-8.3	-9.5	0.0	-1.1	2.3
O=C(COc1ccccc1Cl)NCCCN1CCOCC1	6.3	1.4	2.3	-10.2	13.1	-3.8	1.5	-6.1
O=C(c1ccc2nc(Cc3ccccc3F)oc2c1)N1CCCC1	2.6	4.2	-56.0	2.7	-81.8	-1.9	5.6	-93.0
Cc1ccc(NC(=O)CSc2nc(C)c(C)c(C)n2)cc1S(=O)(=O)N1CCOCC1	15.7	-7.8	10.1	-0.2	-2.8	-6.7	-2.8	7.5
CC(=O)c1c(C)oc2ccc(N(C(C)=O)S(=O)(=O)c3cccc([N+](=O)[O-])c3)cc12	-21.3	-5.8	15.3	0.5	-20.3	0.1	-7.4	-16.5
COc1ccccc1NC(=O)CSc1nnc(-c2ccco2)n1N	-3.2	-18.1	-16.3	0.1	1.1	0.8	-2.6	11.1
Cc1csc(=O)n1CC(=O)OC(C)C(=O)Nc1cccc(Cl)c1 (configuration not stated)	4.3	-4.4	1.7	1.2	18.4	-8.8	0.1	9.2
CC(C)CN(C(=O)COC(=O)c1ccc(Cl)c(N)c1)c1c(N)n(Cc2ccccc2)c(=O)[nH]c1=O	5.6	4.9	-2.0	6.4	12.5	3.2	-7.6	14.2

# Already shown: entries from further up.
Structure	UBC13 inh	SENP8 inh	Gli-Sufu antag	Apaf-1 inh	697 NFkB inh	HKDC1 inhibitor	SENP7 block	Jurkat NFkB inh
COc1ccc(-c2cc(C(=O)NCCN3CCOCC3)c3cc(C(C)C)ccc3n2)cc1	22.5	-1.1	21.2	-1.3	9.9	-2.1	0.7	-4.0
CC(C)C(C(=O)Nc1ccc2c(c1)OCCO2)N1C(=O)c2ccccc2C1=O (configuration not stated)	-6.5	6.1	-2.7	19.0	-12.2	-1.6	-4.8	4.4

# New compounds follow:
Structure	UBC13 inh	SENP8 inh	Gli-Sufu antag	Apaf-1 inh	697 NFkB inh	HKDC1 inhibitor	SENP7 block	Jurkat NFkB inh
Cc1cc(C)nc(SCCn2c(N3CC(C)OC(C)C3)nc3c2c(=O)n(C)c(=O)n3C)n1 (configuration not stated)	-16.1	-2.8	6.5	6.3	-21.5	-1.2	3.3	-7.0
CCN(CC)S(=O)(=O)c1cc(NC(=O)COC(=O)Cn2cnc3ccccc32)ccc1C	3.2	4.8	7.4	-0.5	4.2	-6.8	3.0	-9.2
Cc1ccc(N2CN(Cc3cccnc3)CNC2=S)c(C)c1	13.1	-7.6	-1.7	-2.6	1.7	-10.0	-0.3	-5.1
CCC(CO)NS(=O)(=O)c1cc(-c2nn(C)c(=O)c3ccccc23)ccc1C (configuration not stated)	-2.3	0.2	13.3	5.3	-2.0	-11.8	3.6	2.8
O=C(Cn1c(=O)oc2cc(S(=O)(=O)N3CCCC3)ccc21)NC1CCCCC1	1.4	8.2	0.3	-6.9	16.9	1.6	1.4	2.3
C/C(=N/NC(=O)CN1CCN(Cc2ccccc2Cl)CC1)c1cccs1	-8.6	-17.5	3.4	7.1	-13.2	-1.1	-2.9	-14.3
O=C(C[n+]1ccccc1)N/N=C/c1ccc(Cl)c(Cl)c1	-1.2	-3.3	5.7	0.4	12.2	-8.2	-3.9	23.4
COc1ccc(C(=O)C[n+]2ccc3c(c2)nnn3-c2ccccc2)cc1	0.7	8.8	-18.8	-11.6	15.4	-0.7	-1.1	7.0
O=C(Cc1ccccc1)Nc1cccc(-c2nnc(-c3ccco3)o2)c1	4.0	-1.0	16.7	9.7	-13.6	-2.1	-11.9	-0.8
O=C(NCCc1cnc[nH]1)c1ccc(-c2ccccc2)cc1	4.0	-1.7	-9.5	-3.0	6.3	0.1	5.7	-22.9
O=C(CN1CCCC(O)C1)N1c2ccccc2Sc2ccc(C(F)(F)F)cc21 (configuration not stated)	5.5	2.5	2.6	-4.9	-6.6	-4.3	-0.5	-11.8
COc1ccc(OC(=O)c2cccc(S(=O)(=O)N3CCCC3)c2)cc1	11.5	-0.1	2.6	-10.6	15.8	3.6	7.7	-1.4
COc1ccc(CCNC(=O)CSc2nnc(C(C)N(C)C)n2Cc2ccccc2)cc1OC (configuration not stated)	-3.5	7.7	-2.9	-60.4	18.6	2.0	8.3	10.8
Cc1c(C(=O)Nc2ccc(S(=O)(=O)N(C)C3CCN(C)CC3)cc2)oc2ccccc12	55.7*	1.3	3.0	52.6*	4.6	-4.3	3.9	15.0
C=CCNC(=O)c1cc(-c2ccc3c(c2)OCO3)on1	1.5	4.9	-78.6	10.5	-120.2	-0.5	18.3	-68.3
COc1ncnc2c1N=C1CC(C)(C)CC(N)=C1S2	-256.1	-7.4	3.4	8.4	-5.6	-11.6	-14.9	9.7
O=[N+]([O-])c1ccccc1/C=C/C=N/n1c(-c2ccccc2F)n[nH]c1=S	-13.1	-10.1	-1.2	2.5	16.8	6.0	2.7	7.8
CC1CCN(C(=O)CCCN2C(=O)c3cccnc3Oc3ccc(Cl)cc32)CC1	-8.3	-1.1	·	15.3	-10.0	-1.6	0.9	2.9
Cc1[nH]c2ccccc2c1CCNS(=O)(=O)c1ccc(S(N)(=O)=O)cc1	-0.6	-5.4	·	2.7	-12.4	-1.9	0.6	-0.3
O=C(Nc1ccc(Cl)cc1)C(Cl)C(=O)c1ccccc1 (configuration not stated)	-5.2	1.8	-2.5	5.1	23.3	16.8	7.8	-5.9
O=C(COc1ccc(S(=O)(=O)NC2CCCCC2)cc1)NCC1CCCO1 (configuration not stated)	-2.2	5.1	-1.6	-14.4	3.0	-7.3	-2.9	10.4
CC(=O)Nc1nc(N2C(=O)c3ccccc3C2=O)n(-c2ccccc2)n1	-17.5	0.2	3.4	1.7	-22.8	0.6	0.6	-7.5
O=C(NC1CCS(=O)(=O)C1)c1c(NC(=O)C2COc3ccccc3O2)sc2c1CCCC2 (configuration not stated)	3.6	11.0	1.0	15.9	13.9	-3.4	-0.3	10.2
CCn1c(=O)c2cc(C(=O)N(C)c3ccccc3F)sc2c2ccccc21	-4.1	5.2	21.5	-2.0	13.2	8.4	12.4	0.2
Cc1cccc(OCCNC(=O)c2cncc(Br)c2)c1	-8.0	-9.7	-14.9	-4.5	-6.5	-8.6	-11.6	-20.8

# Sorted by count of non-hydrogen atoms (highest first): part of the list above.
Structure	UBC13 inh	SENP8 inh	Gli-Sufu antag	Apaf-1 inh	697 NFkB inh	HKDC1 inhibitor	SENP7 block	Jurkat NFkB inh
COc1ccc(/C=N/NC(=S)Nc2cc(S(=O)(=O)N3CCOCC3)ccc2N2CCOCC2)cc1O	-10.1	-7.1	17.2	-3.8	-1.3	-3.7	-1.9	-5.6
C=CCNC(=O)c1cc(-c2ccc3c(c2)OCO3)on1	1.5	4.9	-78.6	10.5	-120.2	-0.5	18.3	-68.3
COc1ncnc2c1N=C1CC(C)(C)CC(N)=C1S2	-256.1	-7.4	3.4	8.4	-5.6	-11.6	-14.9	9.7

# Continued:
Structure	UBC13 inh	SENP8 inh	Gli-Sufu antag	Apaf-1 inh	697 NFkB inh	HKDC1 inhibitor	SENP7 block	Jurkat NFkB inh
COCCCNc1oc(COc2ccc(Cl)cc2Cl)nc1C#N	5.1	-6.4	1.8	7.6	-2.0	-6.1	-6.7	-0.3
Cn1c(SCC(=O)N/N=C/c2cc([N+](=O)[O-])ccc2O)nnc1-c1ccccc1	-41.6	-7.9	-3.1	-9.5	6.3	-22.2	0.5	7.7
CNC(=O)CSc1nc2c([nH]c3ccccc32)c(=O)n1CCOC	-4.5	-1.2	3.3	-6.0	28.9	-3.3	0.5	-4.2
COc1cccc(NC(=S)N(CCc2c(C)[nH]c3ccc(C)cc23)Cc2cccs2)c1	-12.5	-6.3	·	9.4	-8.4	1.4	14.4	-18.5
COc1ccc(OC(C)c2nnc(N)s2)cc1 (configuration not stated)	12.3	-2.2	-8.1	-8.5	6.4	-8.2	-2.5	-2.9
O=C(c1ccco1)N1CCN(c2ccc([N+](=O)[O-])cc2Cl)CC1	7.9	-2.0	-1.8	-5.8	-10.0	0.7	0.2	-7.3
O=C(COC(=O)/C=C/c1ccco1)Nc1ccc(F)cc1Cl	-12.5	-5.8	-19.0	-3.0	-7.7	-4.2	-6.3	-6.1
COc1ccc(CNC(=O)c2ccc(CS(=O)(=O)c3ccccc3C)o2)cc1	2.0	15.3	-8.9	6.9	18.0	-7.2	-7.4	9.7
CCN(CC(=O)Nc1cccc(OC)c1)C(=O)C1CCN(C(=O)Nc2ccccc2)CC1	5.7	-9.5	-4.5	-0.8	6.7	-3.1	2.2	3.1
Cc1sc(NC(=O)c2ccc3ncsc3c2)c(C(N)=O)c1C	5.4	35.3	-99.8	4.5	-167.9	0.1	77.9*	-149.7
CCOC(=O)N1CCN(C(=O)CCCn2nnnc2CN2CCC(C)CC2)CC1	-7.9	7.1	-1.6	8.4	-2.8	0.6	3.5	-11.5
COc1ccccc1/C=C/C=C(\C#N)C(=O)NC(C)c1ccccc1 (configuration not stated)	1.0	5.1	-1.8	27.4	6.1	1.7	-2.7	8.3
COCC1CCN(Cc2cn[nH]c2-c2ccc(OC)cc2F)C1 (configuration not stated)	0.8	-5.4	16.8	5.5	13.0	6.2	-4.1	-28.0
